Source: PubChem (Sanford-Burnham Center for Chemical Genomics)
Artemis inh – blocks endonuclease activity of human Artemis; inhibition, % at 10 µM; Q96SD1; hit rate 0.78% among 30,000; recombinant Artemis, quenched FAM hairpin cleavage fluorescence;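 active means at 10 µM dose, at least 30% inhibition, measured as corrected fluorescence normalized to stimulator and neutral control wells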
Target sequence (Q96SD1 whole entry, looked up): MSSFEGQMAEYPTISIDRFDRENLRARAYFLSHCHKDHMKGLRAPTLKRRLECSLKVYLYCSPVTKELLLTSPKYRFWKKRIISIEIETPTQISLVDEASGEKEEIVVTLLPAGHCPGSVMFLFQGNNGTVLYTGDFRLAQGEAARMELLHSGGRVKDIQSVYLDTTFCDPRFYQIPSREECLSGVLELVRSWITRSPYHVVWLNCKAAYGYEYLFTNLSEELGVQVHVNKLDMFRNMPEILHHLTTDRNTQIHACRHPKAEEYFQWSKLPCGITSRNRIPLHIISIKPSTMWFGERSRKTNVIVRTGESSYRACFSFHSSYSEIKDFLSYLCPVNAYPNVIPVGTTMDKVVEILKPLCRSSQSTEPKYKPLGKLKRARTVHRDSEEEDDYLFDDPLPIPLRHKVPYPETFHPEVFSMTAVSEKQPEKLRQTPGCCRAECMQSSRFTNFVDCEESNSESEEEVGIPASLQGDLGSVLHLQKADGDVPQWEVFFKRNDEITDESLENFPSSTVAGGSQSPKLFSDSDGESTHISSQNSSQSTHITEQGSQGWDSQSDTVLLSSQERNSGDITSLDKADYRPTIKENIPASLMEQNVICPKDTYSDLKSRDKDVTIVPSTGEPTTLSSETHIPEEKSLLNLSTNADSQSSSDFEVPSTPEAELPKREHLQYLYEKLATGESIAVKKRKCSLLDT
The depositor's hits bear a star.

SMILES	Artemis inh
COc1ccc(OCC(=O)N2CCN(c3cccc(Cl)c3)CC2)cc1	3.3
Cc1cc(-c2ccccc2)nc(N(C)NC(=O)c2ccc(Cl)cc2)c1S(C)(=O)=O	4.3
O=C(COC(=O)c1cccc(C(=O)OCC(=O)c2ccc(Br)cc2)n1)c1ccc(Br)cc1	3.9
Cc1cc2c(cc1C)NC(c1ccccn1)C1=C(CC(C)(C)CC1=O)N2 (centres undefined)	7.1
Cc1ccc(N=C(NOC(=O)c2ccccc2)c2nonc2N)c(C)c1	4.5
CC1=C(C)C(=O)N(c2ccccn2)C1=O	-1.2
CCN(Cc1ccccc1)C(c1cc2cc(C)cc(C)c2[nH]c1=O)c1nnnn1CCOC (centres undefined)	0.4
Cc1ccc(NC(=O)CCN2C(=O)CSC2=O)cc1	-6.8
COc1ccc2nc(NC(=O)Cc3ccc(OC)c(S(=O)(=O)N4CCOCC4)c3)sc2c1	11.6
COc1ccc(C)cc1S(=O)(=O)NC1CCCCC1C (centres undefined)	2.0
CCOC(=O)N1CCN(CC(O)COc2c(OC)cccc2OC)CC1 (centres undefined)	-3.1
CCOCCCNc1nc2ccccc2[nH]1	-7.0
CCOc1cc(C2CC(=O)Nc3cc(C)c(C)cc32)ccc1O (centres undefined)	10.5
O=C(NC(=S)NNC(=O)c1ccccc1[N+](=O)[O-])c1ccccc1	-10.4
Cc1nnc(C)n1/N=C/c1cc(Br)ccc1O	-1.5
COc1cnc(-c2ccccc2)nc1Oc1cccc(C)c1C	7.0
C/C(Cl)=C\Cn1c(N2CCCCCC2)nc2c1c(=O)n(C)c(=O)n2C	3.3
CCOc1cc(-c2c(C)c(CC)nc(N)c2C#N)ccc1O	0.8
CC1(C)CC(=O)C2=C(C1)Nc1[nH]c(=S)[nH]c(=O)c1C2c1ccccc1 (centres undefined)	2.7
C=CCn1c(CCNC(=O)c2cccs2)nnc1SCC(=O)Nc1cccc(C(C)=O)c1	-2.0
O=C(CSc1n[nH]c(=O)[nH]c1=O)c1ccccc1	-9.6
O=C1CC(c2ccccc2)n2nc(N3C(=O)CCC3=O)nc2N1 (centres undefined)	-4.8
Cc1cccc(N2CCN(C(=O)c3c(C)nn(Cc4ccccc4Cl)c3C)CC2)c1C	7.8
CC1C(c2ccccc2)=[N+]([O-])C2(CCCCC2)N1O (centres undefined)	-12.4
Cc1ccc(C)c(OCC(=O)NCCN(C)C)c1	-3.8

The results go on.
SMILES	Artemis inh
CCCCN(CC)CCCNC(=O)c1cc2cc3ccc(OC)cc3nc2o1	2.3
Cn1c(Cl)c(/C=N/OC(=O)c2ccc(Cl)cc2)c2ccccc21	0.7
Cc1ccc(C(=O)C2=C(O)C(=O)N(CCCN3CCOCC3)C23C(=O)N(C)c2ccccc23)o1 (centres undefined)	-6.6
Cn1nc(-c2ccccc2)c(-c2nc(-c3cccc(Cl)c3)no2)c1Cl	3.7
CCCCOC(=O)CSc1nc2c(c(=O)[nH]c(=O)n2C)n1C/C=C(\C)Cl	-0.2
O=C1NC2(CCCCC2)C(=O)N1CCS(=O)(=O)Oc1ccccc1	0.6
Clc1ccc(CSc2nnnn2-c2ccc3c(c2)OCO3)c(Cl)c1	10.4
O=C1CC(N2CCC(O)CC2)C(=O)N1c1ccc(Br)cc1 (centres undefined)	-6.8
O=[N+]([O-])c1ccc(N2CCN(Cc3ccccc3)CC2)c(S(=O)(=O)N2CCOCC2)c1	-4.1
CCCC(=O)N1CCN(c2ccc(NC(=O)c3sc4ccccc4c3Cl)cc2)CC1	5.2
CCCC(C(=O)Nc1nccs1)c1ccccc1 (centres undefined)	6.5
CCN(CC)CCNC(=O)CCc1nn(C)c(=O)c2ccccc12	-4.6
C=CCSC1=C(C#N)C(c2ccccc2C)CC(=O)N1 (centres undefined)	2.8
COc1cccc(CSc2nc3ccccc3cc2C=O)c1	8.0
FC(F)(F)c1nc2ccccc2nc1N/N=C/c1ccc(Cl)cc1	-1.7
Cc1ccc(C(=O)N/N=C/c2sc(=O)n(Cc3cccc(C(=O)O)c3)c2Cl)cc1	-0.9
COc1ccc(NC(=O)NC(C(F)(F)F)C(F)(F)F)cc1	-5.3
Cc1nn2cnc3sc4c(c3c2nc1=O)CCCC4	-3.1
COC(=O)CCN(C)CCC(=O)OC	-9.5
NC(=S)Nc1cccc2cccnc12	12.5
CS(=O)(=O)Nc1nc2n(n1)C(c1ccccc1)C=C(c1ccc(Br)cc1)N2 (centres undefined)	6.2
CC(C)N1C(=O)c2ccc(C(=O)O)cc2C1=O	-4.6
COCCNC(=O)C(c1ccc(Cl)cc1)N(C(=O)CCC(=O)Nc1ccccn1)C1CCCC1 (centres undefined)	8.8
Cc1cc(C)n(C(=O)CNc2ccccc2Cl)n1	-6.2
Cc1cccc(NC(=S)NC(NC(=O)c2ccco2)C(Cl)(Cl)Cl)c1 (centres undefined)	-5.0

Remaining list, next part:
SMILES	Artemis inh
COCCCN1C(=O)C(=O)/C(=C(/O)c2ccc(OC(C)C)c(C)c2)C1c1ccncc1 (centres undefined)	-7.3
O=C1CC(c2cccc(Cl)c2)Cc2nc(N3CCN(c4ccccc4)CC3)ncc21 (centres undefined)	-1.6
CC(c1ccccc1)C1C(C#N)=C(N)OC2=C1C(=O)CCC2 (centres undefined)	-10.3
O=C(COC(=O)c1ccccc1NCc1ccco1)Nc1ccc2c(c1)OCO2	-11.6
NC(=O)C1CCN(c2nnnn2-c2ccccc2)CC1	-5.3
O=C(Oc1cccc2c(O)cccc12)c1ccccc1	5.3
O=C(/C=C/c1ccc(OCCCF)cc1)NCc1ccc(Cl)cc1	2.5
CCOC(=O)c1cc(-c2cc3ccccc3o2)nc2c1c(=O)[nH]c(=O)n2CCOC	-8.3
CCCNC(=O)Cn1cnc2sc(C(=O)NCCN(CC)CC)c(C)c2c1=O	-3.5
CCC(=O)c1coc2ccc(O)cc12	22.0
CC(C)(C)n1nnnc1C(c1cccnc1)N1CCN(c2ccccc2)CC1 (centres undefined)	-1.3
COC(=O)c1ccc(Nc2nc(C)cc(=O)[nH]2)cc1	2.6
Cc1ccc2nc(SCc3nnc(-c4ccccc4)o3)[nH]c2c1	-3.4
O=C(c1ccccc1)C1CN(c2ccccc2)CC1c1ccc(Cl)cc1 (centres undefined)	3.6
Cc1nc(NC(=O)CSc2nc3cccnc3n2Cc2ccccc2)sc1C	7.2
CCOC(=O)C(NC(C)=O)C(=O)O (centres undefined)	-5.7
CN(C)c1cccc(C(=O)n2cc(C(=O)c3cc(F)ccc3O)cn2)c1	11.8
O=C(OCC(=O)N1CCc2ccccc21)c1ccccc1	0.3
CCOC(=O)CNC(c1ccccc1)c1cc(Br)ccc1NC(=O)OCC (centres undefined)	-0.1
CCOC(=O)c1cnc(SC2CC(=O)N(c3cccc(OC)c3)C2=O)nc1N (centres undefined)	-3.1
O=C(NC1CCS(=O)(=O)C1)c1cnccn1 (centres undefined)	1.5
CCN(CC)C(=S)SCC(=O)Nc1ccc(F)cc1	2.0
CCOC(=O)C1CCCN(c2nc3ccccc3nc2C(C#N)C(=O)OCC)C1 (centres undefined)	9.0
CC1CCN(C(c2ccccc2)c2nnnn2C(C)(C)C)CC1 (centres undefined)	-0.7
Cc1cccc(C(=O)NNC(=O)c2ccc(Cl)cc2)c1O	10.8

Ordered by count of non-hydrogen atoms (low to high): seven of the compounds above.
SMILES	Artemis inh
CCOC(=O)C(NC(C)=O)C(=O)O (centres undefined)	-5.7
O=C(NC1CCS(=O)(=O)C1)c1cnccn1 (centres undefined)	1.5
Cc1cccc(C(=O)NNC(=O)c2ccc(Cl)cc2)c1O	10.8
CN(C)c1cccc(C(=O)n2cc(C(=O)c3cc(F)ccc3O)cn2)c1	11.8
CCCNC(=O)Cn1cnc2sc(C(=O)NCCN(CC)CC)c(C)c2c1=O	-3.5
CCOC(=O)C1CCCN(c2nc3ccccc3nc2C(C#N)C(=O)OCC)C1 (centres undefined)	9.0
CCOC(=O)c1cc(-c2cc3ccccc3o2)nc2c1c(=O)[nH]c(=O)n2CCOC	-8.3

Continued.
SMILES	Artemis inh
O=C(Nc1ccc2nsnc2c1)N1CCCCC1	7.2
Cc1cc(C)c(NC(=O)OCCN2CCOCC2)c(C)c1	-6.9
COC(=O)c1c(NC(C)=O)sc2c1CCCC2	4.0
CCc1nn(-c2cc(Oc3cccc4ccccc34)nc(-c3ccccc3)n2)c(N)c1C#N	9.1
O=C(CCC1COc2ccccc2O1)Nc1ccccn1 (centres undefined)	1.0
COc1ccc(CCN2C(=O)c3cccnc3C2=O)cc1OC	-2.3
CCC(=O)OCC(=O)c1c(N)n(Cc2ccccc2)c(=O)n(C)c1=O	15.7
Cc1ccc(-n2nc3ccc(N)cc3n2)cc1	-0.5
CCCS(=O)(=O)N1CCCC(C(=O)N2CCN(c3ccccc3)CC2)C1 (centres undefined)	7.1
CCc1nc(SCC(=O)Nc2ccccc2C(=O)OC)n[nH]1	-5.0
Cc1cc(NS(=O)(=O)Cc2ccccc2)cc(C)c1OCC(=O)N1CCOCC1	-6.9
Nc1ccccc1SCC(=O)Nc1ccc(N2CCOCC2)cc1	5.2
Cc1csc(NC(=O)CSc2ncn(-c3ccccc3)n2)n1	0.7
CCOC(=O)Cc1csc(NC(=O)CSc2nnc(C)n2C)n1	-8.9
Cc1c(NC(=O)NC(=O)c2ccc(F)cc2)c(=O)n(-c2ccccc2)n1C	-4.9
N#CC1=C(N)OC2=C(C(=O)CCC2)C1c1ccsc1 (centres undefined)	5.8
c1coc(-c2ncc[nH]2)c1	4.7
CN(C)S(=O)(=O)c1ccc(C(=O)N2CCN=C2SCc2cccnc2)cc1	-4.1
O=C(CC(NS(=O)(=O)c1ccc(Cl)cc1)c1ccco1)NCc1cccnc1 (centres undefined)	-0.7
COc1ccc(-n2c(SCC(=O)NCC3CCCO3)nc3ccccc32)cc1 (centres undefined)	0.3
O=C(c1ccccc1)c1cc(-c2ccccc2)on1	-9.0
CC(C)NC(=O)COC(=O)c1ccccc1Oc1ccccc1	8.0
CCc1ccc2oc(=O)cc(CN3CCOCC3)c2c1	4.3
CNc1oc(-c2ccccc2Cl)nc1C#N	5.4
CCCc1nc2ccccc2c(C(=O)OC2CCOC2=O)c1CC (centres undefined)	2.4

Gathered by group: the entries above with a thiophene ring, fused or not (6)
SMILES	Artemis inh
C=CCn1c(CCNC(=O)c2cccs2)nnc1SCC(=O)Nc1cccc(C(C)=O)c1	-2.0
CCCC(=O)N1CCN(c2ccc(NC(=O)c3sc4ccccc4c3Cl)cc2)CC1	5.2
Cc1nn2cnc3sc4c(c3c2nc1=O)CCCC4	-3.1
CCCNC(=O)Cn1cnc2sc(C(=O)NCCN(CC)CC)c(C)c2c1=O	-3.5
COC(=O)c1c(NC(C)=O)sc2c1CCCC2	4.0
N#CC1=C(N)OC2=C(C(=O)CCC2)C1c1ccsc1 (centres undefined)	5.8

(more compounds)
SMILES	Artemis inh
O=C(COC(=O)c1ccccc1)NCC1CCCO1 (centres undefined)	1.7
CC(=O)c1ccc(N2CCN(c3ccc(S(=O)(=O)N4CCN(C)CC4)cn3)CC2)cc1	-5.8
O=C(CN1CCCC1)Nc1ccc(NC(=O)Nc2ccccc2Cl)cc1	-0.9
O=C(Nc1ccc(Cl)cc1)NC1CCCc2ccccc21 (centres undefined)	-5.1
CCC(Sc1nnc(C)s1)C(=O)Nc1nccs1 (centres undefined)	-8.0
Cc1ccc(-c2noc(CCC(=O)N(C)c3ccccc3C)n2)cc1	8.8
O=C(Nc1ccccc1Cl)c1ccccc1Oc1ccc(C(F)(F)F)cc1[N+](=O)[O-]	6.7
CCOC(=O)C1=C(Cn2ccc(C(F)(F)F)n2)NC(=O)NC1c1ccc2c(c1)OCO2 (centres undefined)	-10.4
CC(C)(C)C(=O)Cn1c(=N)n(Cc2ccccc2)c2ccccc21	2.7
CCOc1ccccc1OCCOc1cccc(C(F)(F)F)c1	1.1
N#Cc1c(-c2ccc(Cl)cc2Cl)nc2n(c1=O)CCS2	-1.1
CCc1nn(CC(=O)N2CCN(Cc3ccc4c(c3)OCO4)CC2)c(=O)c2cc3occc3n12	-1.0
Cc1[nH]n(-c2ccccc2)c(=O)c1/C=N/c1ccccn1	-4.2
O=c1oc2ccccc2c(Nc2ccccc2)c1[N+](=O)[O-]	5.2
Cc1noc(NS(=O)(=O)c2ccc(N3CC(O)=C(c4ccccc4)C3=N)cc2)c1C	-0.1
Cn1c(OCc2cccnc2)nc2c1c(=O)n(Cc1ccccc1)c(=O)n2C	-6.2
Cc1ccccc1S(=O)(=O)c1c(C)cc(C)n(C(C)C)c1=O	-2.7
O=C(O)C(CCCCN1C(=O)c2ccccc2C1=O)N1C(=O)c2ccccc2C1=O (centres undefined)	2.5
COc1ccc(/C=N/NS(=O)(=O)c2ccc(C)cc2)cc1OC(=O)c1ccc(C)cc1	-4.4
CSC1=N/C(=C\c2ccc(Br)o2)C(=O)S1	20.5
O=c1c(-c2ccnn2-c2cccc(Cl)c2)cnc2n1CCS2	-2.1
CCCN1C(=O)c2ccccc2NC1c1ccc(OC)cc1O (centres undefined)	-0.5
Cc1ccc(-c2cc(N)n3nc(-c4ccc(C)cc4)cc3n2)cc1	-3.1
CCCCNC(=O)C1CCN(S(=O)(=O)c2cnc[nH]2)CC1	2.8
O=S(=O)(c1cccs1)N1CCN(C/C=C/c2ccccc2)CC1	-15.3

(list continues)
SMILES	Artemis inh
Clc1ccc(-c2cc(CSc3ccccc3)on2)cc1	-5.9
CCN(CC)CCNC(=O)C(C)c1nn(C)c(=O)c2ccccc12 (centres undefined)	-5.3
N=c1c(C(=O)NCc2ccco2)cc2c(=O)n3ccccc3nc2n1CCc1ccccc1	27.2
O=C(c1ccccc1)C(Sc1ncn[nH]1)c1ccccc1 (centres undefined)	0.6
CC1CCCN(Cc2cnc(Cl)s2)C1 (centres undefined)	-5.6
Cc1ccc(-c2c(C)n([O-])c3c([n+]2=O)CCCC3)o1	-9.5
CS(=O)(=O)N(CC(=O)NC1CC1)c1cccc(F)c1	8.8
CCCc1n[nH]c(=O)[nH]1	-5.9
CCOC(=O)c1ccc(NC(=O)Cn2nnc(-c3ccccc3)n2)cc1	8.8
O=C(O)Cn1nnc(-c2cccs2)n1	-6.8
CCOC(=O)N1CCN(Cc2nc(-c3ccc(Cl)cc3)no2)CC1	-0.1
O=c1c2ccccc2[nH]c(=S)n1CCCN1CCN(C2CCCCC2)CC1	-5.5
CC(C)(C)OC(=O)N1CCC[C@H]1c1nnc(SCc2ccc(Cl)cc2Cl)o1	4.5
C=CCOn1c(=O)c(C)[n+]([O-])c2ccccc21	7.8
CCc1ccc2[nH]c(=O)c(CN(CCN(C)C)C(=O)Nc3ccccc3)cc2c1	-6.2

Only part of the results is shown, so the mix of outcomes need not match the whole.
